L3MBTL1 inh – blocks human L3MBTL1; Q9Y468; AlphaScreen L3MBTL1–H3K9me1 peptide binding; 230,000 compounds, 0.66% hits; Potency, µM (titrated, usually from 57.1 µM), without a hit: at the top dose activity, negative = inhibition, actives largely listed as inhibitors; active = well fitted inhibition curve with a large enough effect; inconclusive = small, poorly fitted or top-dose-only effect; inactive = no such curve, though single readings can be large or run the other way; note: nearly all actives have a fitted effect of over 60% in size
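First, the protein-peptide complex forms for 30 min at room temperature (L3MBTL1 50 nM, biotinylated H3K9me1 peptide 75 nM). Next, compounds are pin-transferred and incubated 30 min. Finally, AlphaScreen beads are added and read after 30 min.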
An asterisk follows results filed as active; ? = inconclusive; [ ] = another dose, or the depositor's remark. % is set by controls: 0 for no effect and ±100 for the full control effect; potency is the fitted concentration of half-maximal effect.

L3MBTL1 inh	SMILES
19%	N#Cc1ccc(C(=O)Nc2cc(C3CC3)nn2-c2ccccc2)cc1
-20%	CCCc1cc(NCCN(C)C)n2c(nc3ccccc32)c1C#N
2%	COc1cccc(OCC(=O)NCC2CCCO2)c1 (centres undefined)
3%	CCS(=O)(=O)N1CCC(C(=O)Oc2ccc(Cl)cc2)CC1
-12%	O=C(Nc1nccs1)c1nc[nH]c1C(=O)N1CCc2ccccc2C1
9%	O=C(NCc1cccs1)C1CC(=O)N(Cc2ccccc2)C1 (centres undefined)
-6%	O=C(C1=COCCO1)N1CCN(S(=O)(=O)c2cccc(Br)c2)CC1
4%	Cn1nc(C(=O)OCC(=O)Nc2ccc(Cl)cc2Cl)c2ccccc2c1=O
1%	COc1ccc(CN2C[C@H](Cc3ccccc3)[C@@H](CC(=O)Nc3ccccc3)C2=O)cc1
-7%	Cn1c(=NC(=O)CS(=O)(=O)c2ccc(F)cc2)sc2ccccc21
-14%	OCCC1CN(C/C=C/c2ccco2)CCN1Cc1ccccc1 (centres undefined)
-2%	C/C(=C/c1ccccc1)C(=O)N1CCN(c2ccc(F)cc2)CC1
-6%	CCCCNc1c(-c2ccc(Sc3ccc(OC)cc3)cc2)nc2cc(C)ccn12
-24%	Cc1ccc(NC(=O)CSc2cccc3cccnc23)c(C)c1
6%	O=C(COC(=O)c1c[nH]c2ccccc12)Nc1ccc(F)cc1
-9%	O=C(c1cccc(S(=O)(=O)N2CCCCC2)c1)N1CCN(Cc2ccccc2)CC1
-3%	Cc1ccc(NC(=O)COC(=O)c2ccc(CN3CCCC3=O)cc2)cc1C
7%	Cn1c(N)c(C(=O)CSc2nnc3n2CCCCC3)c(=O)n(C)c1=O
1%	CS(=O)(=O)N(CC(=O)N1CCN(Cc2ccccc2)CC1)c1ccccc1Br
12%	Cc1ccccc1S(=O)(=O)N1[C@@H](c2cccc(Cl)c2)C(C(=O)O)=CC[C@H]1c1ccc(Cl)cc1

Arranged by the number under L3MBTL1 inh (smallest number first): 3 from the list above.
L3MBTL1 inh	SMILES
1%	CS(=O)(=O)N(CC(=O)N1CCN(Cc2ccccc2)CC1)c1ccccc1Br
2%	COc1cccc(OCC(=O)NCC2CCCO2)c1 (centres undefined)
3%	CCS(=O)(=O)N1CCC(C(=O)Oc2ccc(Cl)cc2)CC1

Ordered by length of the SMILES (descending): some entries from above
L3MBTL1 inh	SMILES
12%	Cc1ccccc1S(=O)(=O)N1[C@@H](c2cccc(Cl)c2)C(C(=O)O)=CC[C@H]1c1ccc(Cl)cc1
1%	COc1ccc(CN2C[C@H](Cc3ccccc3)[C@@H](CC(=O)Nc3ccccc3)C2=O)cc1
-9%	O=C(c1cccc(S(=O)(=O)N2CCCCC2)c1)N1CCN(Cc2ccccc2)CC1
1%	CS(=O)(=O)N(CC(=O)N1CCN(Cc2ccccc2)CC1)c1ccccc1Br
-6%	CCCCNc1c(-c2ccc(Sc3ccc(OC)cc3)cc2)nc2cc(C)ccn12
4%	Cn1nc(C(=O)OCC(=O)Nc2ccc(Cl)cc2Cl)c2ccccc2c1=O
-3%	Cc1ccc(NC(=O)COC(=O)c2ccc(CN3CCCC3=O)cc2)cc1C
7%	Cn1c(N)c(C(=O)CSc2nnc3n2CCCCC3)c(=O)n(C)c1=O
-12%	O=C(Nc1nccs1)c1nc[nH]c1C(=O)N1CCc2ccccc2C1
6%	O=C(COC(=O)c1c[nH]c2ccccc12)Nc1ccc(F)cc1
3%	CCS(=O)(=O)N1CCC(C(=O)Oc2ccc(Cl)cc2)CC1
-24%	Cc1ccc(NC(=O)CSc2cccc3cccnc23)c(C)c1
-14%	OCCC1CN(C/C=C/c2ccco2)CCN1Cc1ccccc1 (centres undefined)

The listing continues:
L3MBTL1 inh	SMILES
-1%	CCOc1ccccc1CN1CCN(Cc2cc(=O)c3ccccc3[nH]2)CC1CCO (centres undefined)
3%	CSc1ccc(CNCc2ccco2)cc1
-4%	COc1ccc(CNC(=O)[C@@H](NC(=O)C2CCN(C(=O)[C@@H]3CCCN3C(=O)OC(C)(C)C)CC2)C(C)C)cc1
3%	CCCCn1c(N)c(N(CCOC)C(=O)c2cc(Cl)nc3ccccc23)c(=O)[nH]c1=O
-3%	O=C(CSc1ccc(Br)cc1)NCC(c1ccco1)N1CCCCC1 (centres undefined)
13%	Cc1ccc(CNC(=O)CCC(=O)n2ncc3cc(C)ccc32)cc1
-1%	COc1ccc2c(C)cc(SCC(=O)NC3CCCC3)nc2c1
-8%	CC1CCCCN1C(=O)COC(=O)c1ccc2c(c1)C(=O)N(Cc1ccco1)C2=O (centres undefined)
-10%	O=C(Cc1csc(-c2ccc(F)cc2)n1)Nc1cccc(S(=O)(=O)NC2=NCCC2)c1
7%	CCOC(=O)c1cc(-c2ccccc2C)nn1CC1CC(c2ccc(OC)cc2)=NO1 (centres undefined)
5%	O=C(COC(=O)c1n[nH]c2ccccc12)NCCc1ccc(Cl)cc1
-2%	C[C@H](CO)N1C[C@H](C)[C@@H](CN(C)C)Oc2c(NC(=O)Cc3ccccc3)cccc2C1=O
-12%	COc1ccc(-c2cc([N+](=O)[O-])ccc2OCC(=O)N(C)CC(=O)Nc2ccc(C)cc2)cc1
0%	Cn1c(=O)[nH]c(=O)c2c1nc(SCc1ccccc1Cl)n2CC(N)=O
-5%	COc1ccc(CCNC(=O)/C=C/c2ccco2)cc1
2%	COc1ccccc1NS(=O)(=O)c1ccc(C)c(C(=O)NC2CCN(Cc3ccccc3)CC2)c1
4%	CN(C(=O)c1ccccc1C(=O)OCC(=O)c1ccc(F)c(F)c1)C1CCCCC1
11%	Cc1c(C(=O)OCC(=O)N2CCN(c3ccccc3)CC2)oc2ccccc12
1%	COc1ccc(S(=O)(=O)Nc2ccc3c(c2)C(=O)N([C@H](C)CO)C[C@H](C)[C@@H](CN(C)C(=O)Nc2ccccc2)O3)cc1
?	COC(=O)[C@@]1(C)[C@H]2C(=O)N(Cc3ccccc3)C(=O)[C@H]2[C@H]2CN=C(SCc3ccccc3)N21
-5%	c1coc(-c2ccc3ncnc(NCc4cccs4)c3c2)c1
-2%	CNC(=O)c1c(NC(=O)C2=COCCO2)sc(C)c1C
3%	COc1cc(C2NC(=O)NC(C)=C2C(=O)OC2CCCCC2)cc(Cl)c1O (centres undefined)
?	Cc1cc(C(=O)COC(=O)CC(NC(N)=O)c2ccc(Cl)cc2)c(C)n1C (centres undefined)
7%	Cc1ccc(NC(=O)Cc2ccsc2)cc1S(=O)(=O)N1CCOCC1
3%	CCn1c(C)nc2cc(C(=O)NNC(=O)[C@@H](NC(=O)c3cc(OC)cc(OC)c3)C(C)C)ccc21
4%	Cc1ccccc1CN1CCN(CCCc2ccccc2)C(CCO)C1 (centres undefined)
-2%	CCOc1ccc(N2C(=O)CC(N3CCN(c4ccccc4OC)CC3)C2=O)cc1 (centres undefined)
-1%	Cn1c(/C=C/c2cccc([N+](=O)[O-])c2)c([N+](=O)[O-])c(=O)n(C)c1=O
-8%	CCCCn1c(N)c(N(CCC(C)C)C(=O)c2oc3ccc(OCC)cc3c2C)c(=O)[nH]c1=O
4%	O=C(O)COc1ccc2oc3c(c2c1)CCCC3
2%	C[C@H](CO)N1C[C@H](C)[C@@H](CN(C)S(=O)(=O)c2cn(C)cn2)Oc2ccc(NC(=O)NC3CCCCC3)cc2C1=O
2%	CC(C)=CCC/C(C)=C/CC/C(C)=C/COc1ccc2ccc(=O)oc2c1
12%	O=C(COC(=O)CNC(=O)c1ccccc1)Nc1nnc(-c2ccccc2)o1
-26%	Cc1ccc(S(=O)(=O)NCCC(=O)Nc2cccc(S(=O)(=O)N3CCCC3)c2)cc1C
?	Oc1ccc(CNc2ccc(C(F)(F)F)cc2Cl)c2cccnc12
-4%	CCN(CC)C(=O)[C@H]1C[C@H](CC(=O)NCCCn2ccnc2)C(=O)N2CCc3c([nH]c4cc(CCC(=O)N(C)C)ccc34)[C@]12C
-1%	O=C(COc1coc(CN2CCc3ccccc3C2)cc1=O)Nc1ccc(F)cc1F
-1%	Cc1ccc(S(=O)(=O)N2C[C@@H]3[C@H]4CC[C@H](C4)[C@@H]3[C@@H](C)[C@@H]2c2cn(Cc3ccccc3)c3ccc(F)cc23)cc1
0%	CCCNC(=O)C(Cc1ccccc1)NC(=O)c1ccc(C(C)(C)C)cc1 (centres undefined)
2%	COc1ccc(NC(=O)CN(C)C(=O)CCCSc2nc3ccccc3[nH]2)cc1
-1%	COCCCNC(=O)c1cccc(S(=O)(=O)N2CC3(C)CC2CC(C)(C)C3)c1 (centres undefined)
-4%	Cc1cccn2c(=O)nc(SCC(=O)NCc3ccc4c(c3)OCO4)nc12
-1%	Cc1cc(C(=O)CN2C(=O)c3ccccc3S2(=O)=O)c(C)n1C(C)C
-2%	COCCN(C(=O)CCN1C(=O)C2CC=CCC2C1=O)c1c(N)n(CC(C)C)c(=O)[nH]c1=O (centres undefined)
-4%	O=C(C1COc2ccccc2O1)N1CCN(c2nc3ccc([N+](=O)[O-])cc3s2)CC1 (centres undefined)
-8%	COc1ccc(Br)cc1CN(C)CC(=O)Nc1cccc(S(=O)(=O)N2CCCC2)c1
-6%	Cc1ccc(S(=O)(=O)N2[C@@H](c3ccc(Br)cc3)C(C(=O)O)=CC[C@H]2c2ccc(C(C)C)cc2)cc1
-9%	Cc1ccc(S(=O)(=O)Nc2ccc3c(c2)CC(=O)N([C@H](C)CO)C[C@H](C)[C@H](CN(C)Cc2ccc4c(c2)OCO4)O3)cc1
3%	COc1ccc(-c2c(C#Cc3ccsc3)c3cc(-c4ccc(OC)nc4)ccc3n2C)cc1

(list continues)
L3MBTL1 inh	SMILES
6%	Cc1cc(C)n2nc(C(=O)OCC(=O)Nc3ccc(F)cc3F)nc2n1
0%	COc1ccccc1C(=O)NCC(=O)NCCC(c1ccccc1)c1ccccc1
21%	O=C(CSc1nc2ccccc2nc1N1CCCC1)Nc1ccc(Cl)cc1
-9%	COc1cc(NCc2ccccc2)c2ncn(C(C)C)c2c1
-2%	O=C(Nc1sc2c(c1C(=O)O)CCCCC2)c1cccnc1
5%	CC[N+](CC)(CC)CCC(O)(c1ccccc1)C1CCCCC1 (centres undefined)
2%	CC(C)n1cnnc1SCC(=O)Nc1cccnc1Cl
-13%	Nn1cnnc1SCC(=O)N1CCc2ccccc2C1
-10%	COc1ccc(N2CCN(C(=O)CCC(=O)N3CCOc4ccc(Cl)cc43)CC2)cc1
-1%	Cc1sc2nc(CN3CCOCC3)nc(NS(=O)(=O)c3cc(Cl)ccc3Cl)c2c1C
2%	CC[C@H](C)Cc1cn([C@@H](CCCN=C(N)N)C(=O)NCCCCCCCCCCC(=O)N2CCNCC2)nn1
1%	CCOc1ccc(NC(=O)CCN2C(=O)c3ccccc3C2=O)cc1
-20%	CC(=O)NC(c1cc(F)c2cccnc2c1O)C(C)C (centres undefined)
0%	O=C(Nc1ccc2c(c1)OCO2)C1CC1(Cl)Cl (centres undefined)
1%	CCC(=O)c1ccc(OCC(=O)OCC(=O)NCCC2=CCCCC2)cc1
-2%	O=C(NCC(c1cccs1)N1CCOCC1)c1ccc(Cl)nc1 (centres undefined)
-9%	Cc1n[nH]c(=O)c2c(NC(=O)CSc3nn(-c4ccc(F)cc4)c(=S)s3)oc(C)c12
24%	COc1ccc([C@H]2CC(=O)C=C(c3ccccc3C(F)(F)F)C2)cc1
7%	Cc1ccc(C(=O)NCC(=O)N(C)Cc2ccc(Cl)cc2Cl)s1
-3%	CS(=O)(=O)N(CC(=O)NCCSCc1ccccc1Cl)c1ccc(F)cc1
-2%	COc1cccc(NC(=O)COC(=O)C2CC3CCCC(C2)C3=O)c1 (centres undefined)
-3%	CS(=O)(=O)N1CCN(C(=O)Cc2ccc(Br)cc2)CC1
4%	CC(C)(C)c1ccc(C(=O)NCC(=O)NCC(C)(C)N2CCOCC2)cc1
4%	CC(Sc1nnc(-c2cccs2)n1C1CC1)C(=O)NCC1CCCO1 (centres undefined)
11%	COCCCNC(=O)C[C@H]1C[C@H](C(=O)N2CCOCC2)[C@@]2(C)c3[nH]c4cc(-c5ccco5)ccc4c3CCN2C1=O
0%	Nc1nnnn1/N=C/c1cc(Cl)cc(Cl)c1O
1%	CC(=O)N1CCC(C(=O)Nc2ccc(S(=O)(=O)NCCc3ccccc3)cc2)CC1
48%[activator]	O=C(NCCc1ccccc1)c1cc2ccccc2oc1=O
-1%	Cc1ccc(C(=O)NCC(=O)OCC(=O)c2c(N)n(C)c(=O)n(C)c2=O)cc1C
8%	O=C(CN1C(=O)CNC1=O)Nc1cc(Cl)cc(Cl)c1
5%	CCOC(=O)N1CCN(C(=O)CCNS(=O)(=O)c2ccc(C)c(C)c2)CC1
-3%	CC(C)(C)OC(=O)N1CCC(CC2CC(c3ccccc3)=NO2)(C(=O)NCc2ccccc2)CC1 (centres undefined)
2%	C=CC[C@@H](Cc1ccc(F)cc1)C(=O)OC[C@H]1CCCN1C(=O)[C@@H](CC=C)CC(=O)N(CCO)Cc1ccccc1
-3%	CCOc1cccc(CN2CCC(CCC(=O)NC3CC3)CC2)c1O
4%	CC[C@]12c3[nH]c4ccc(OC)cc4c3CCN1C(=O)C(CC(=O)NCCCn1ccnc1)C[C@@H]2C(=O)N1CCN(C(=O)C2CC2)CC1 (some centres undefined)
?	Cc1ccc(C(=O)OCC(=O)c2ccc(CC(=O)N3CCOCC3)s2)cc1C
3%	Cc1c(NC(=O)C(C)OC(=O)c2ccc(NC(=O)CC#N)cc2)c(=O)n(-c2ccccc2)n1C (centres undefined)
-8%	COc1ccc(C(CNC(=O)CCNS(=O)(=O)c2ccc(Br)cc2)N2CCCC2)cc1 (centres undefined)
1%	CCCCCn1nc(C(=O)N(CCOC)c2c(N)n(CCCC)c(=O)[nH]c2=O)c2ccccc2c1=O
-13%	CCOc1ccccc1OCCCC(=O)NNC(=O)c1ccc(F)cc1
3%	CC(CN1CCCC1)OC(=O)C(c1ccccc1)c1ccccc1 (centres undefined)
-3%	CC(=O)Nc1sc(C)c(C)c1C(=O)OCC(=O)NCc1ccccc1
5%	CCOc1ccccc1CN1CCN(CC2CC2)CC1CCO (centres undefined)
12%	CCCNC(=O)c1onc(CSc2ccccc2)c1C(=O)NCCC

Screening data deposited in PubChem BioAssay by National Center for Advancing Translational Sciences (NCATS).

These rows are one share of the data; rates above refer to the full screens.
